Screening data from PubChem.
TAAR1 antag = human TAAR1 antagonists, primary screen, Fluo-8 calcium fluorescence, CHO RD-HGA16 cells | antagonist | inhibition, % at 3 µM | actives 1.5% (n = 360,000);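 active = inhibition above a per-plate cutoff, the mean inhibition of test compounds on that plate plus 3 SD, cut at about 49% in these data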;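 also: 0% = DMSO plus EC80 beta-PEA response and 100% = DMSO alone without agonist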
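Material: CHO RD-HGA16 cells bearing hTAAR1; compound dosing: one-point dosing, 3 µM nominal final; schedule: dye loading 75 min at 37 °C, then 30 min room temperature; measured by: calcium fluorescence with Fluo-8; control set: vehicle and agonist controls; replication: n of 1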
CHRM1 PAM = human M1 muscarinic receptor positive allosteric modulators, primary screen, CHO-K1 cells, Fluo-8 calcium fluorescence, 1536-well | Muscarinic acetylcholine receptor M1 (Homo sapiens), P11229 | activation, % at 3 µM | actives 0.088% (n = 360,000) | CHO-K1 hM1, ACh EC20; 0% = ACh EC20, 100% = maximal ACh; in the data active = activation above about 19%, passing the limit was not always enough
Target sequence (P11229 whole entry, looked up): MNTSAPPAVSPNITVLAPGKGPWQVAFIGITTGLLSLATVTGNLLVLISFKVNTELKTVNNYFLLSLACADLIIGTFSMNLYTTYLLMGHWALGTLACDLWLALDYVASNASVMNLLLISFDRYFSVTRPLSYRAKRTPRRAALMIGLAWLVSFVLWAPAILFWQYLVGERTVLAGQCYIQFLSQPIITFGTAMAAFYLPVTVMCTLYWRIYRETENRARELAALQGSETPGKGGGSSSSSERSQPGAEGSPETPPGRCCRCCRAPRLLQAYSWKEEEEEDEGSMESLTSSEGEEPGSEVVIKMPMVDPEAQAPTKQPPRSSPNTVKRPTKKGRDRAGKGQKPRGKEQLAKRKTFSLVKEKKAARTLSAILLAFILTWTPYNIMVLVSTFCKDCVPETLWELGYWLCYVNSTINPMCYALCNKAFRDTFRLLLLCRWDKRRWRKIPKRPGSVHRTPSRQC
CHRM1 antagonist = human M1 muscarinic receptor antagonists, primary screen, CHO-K1 cells, Fluo-8 calcium fluorescence, 1536-well. Muscarinic acetylcholine receptor M1 (Homo sapiens), P11229. CHO-K1 hM1, ACh EC80 antagonist. inhibition, % at 3 µM. actives 1.3% (n = 360,000). AID 588852, 2011;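 active = percent inhibition above its own plate's cutoff, namely the mean of that plate's compound wells plus 3 SD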;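 also: peak over basal fluorescence ratio during 140 s after agonist addition; 0% = ACh EC80 plus DMSO and 100% = DMSO alone without agonist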
M1 ag = human M1 muscarinic receptor agonists, primary screen, Fluo-8 calcium fluorescence, CHO-K1 cells, HTS. Muscarinic acetylcholine receptor M1 (Homo sapiens), P11229. activation, % at 3 µM. CHO-K1 hM1, agonist mode; 0% DMSO, 100% acetylcholine EC100. actives 0.33% (n = 360,000);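 active = activation above the run's mean compound activation plus 3 SD, cut at about 16% in these data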;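 also: peak over basal fluorescence ratio within a 140 s kinetic read after compound addition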
CHO parental Ca = ATP-evoked calcium signal inhibitors, parental CHO, primary screen, counter-screen for OX1R antagonist project, cell-based, fluorescence, Fluo-8 calcium dye | parental CHO-K1, ATP-induced calcium, Fluo-8 fluorescence | inhibition, % at 5.6 µM | actives 0.63% (n = 330,000);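 active = inhibition above that plate's mean sample inhibition plus 3 SD, cut at about 26% in these data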;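 also: 0% = ATP-challenged DMSO wells and 100% = DMSO wells without ATP; some compounds past the cut are filed as inactive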
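Measured by: calcium-sensitive Fluo-8 fluorescence / Test system: CHO parental line / Controls: ATP-challenged DMSO wells low, unchallenged DMSO wells high / Measure: % inhibition / Compound: single nominal dose of 5.6 µM per compound / Replicates: single well per compound, no replicates / Reagent: ATP as calcium-mobilizing challenge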
OXTR potentiator = human OXTR potentiators, primary screen, fluorescence, CHO-OTR cells, Fluo-8 calcium | Oxytocin receptor (Homo sapiens), P30559 | Fluo-8 calcium fluorescence, potentiator mode; 0% = oxytocin EC15, 100% = EC100 | activation, % at 3 µM | actives 0.061% (n = 320,000) | AID 2445, 2010;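 active = activation above that plate's cutoff, the mean activation of tested compounds plus 3 SD, cut at about 6.6% in these data, passing the limit was not always enough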;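 also: 100% uses oxytocin at 75 nM as the full agonist control; some results filed as inactive read as strong as hits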
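Measured by – Fluo-8 calcium dye fluorescence · Test system – human OTR in CHO cells · Dosing – one concentration, 3.0 µM compound · Controls – EC15 oxytocin alone as 0%, 75 nM oxytocin as 100% · Evaluation – normalized max/min fluorescence ratio, % activation · Timing – 6 min pre-incubation, 100 s read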
V1aR counter = agonists of human V1a receptor, primary screen, counter-screen for OXTR agonist project, fluorescence, CHO-V1R cells; activation, % at 3 µM; actives 0.25% (n = 320,000); Fluo-8 calcium fluorescence, agonist mode; 0% DMSO, 100% 3 nM vasopressin;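 active = activation above the mean activation of all tested compounds plus 3 SD, per screening run, cut at about 20% in these data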;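 also: signal is peak over basal fluorescence ratio across a 100 second FLIPR read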
Target sequence (P37288 whole entry, looked up): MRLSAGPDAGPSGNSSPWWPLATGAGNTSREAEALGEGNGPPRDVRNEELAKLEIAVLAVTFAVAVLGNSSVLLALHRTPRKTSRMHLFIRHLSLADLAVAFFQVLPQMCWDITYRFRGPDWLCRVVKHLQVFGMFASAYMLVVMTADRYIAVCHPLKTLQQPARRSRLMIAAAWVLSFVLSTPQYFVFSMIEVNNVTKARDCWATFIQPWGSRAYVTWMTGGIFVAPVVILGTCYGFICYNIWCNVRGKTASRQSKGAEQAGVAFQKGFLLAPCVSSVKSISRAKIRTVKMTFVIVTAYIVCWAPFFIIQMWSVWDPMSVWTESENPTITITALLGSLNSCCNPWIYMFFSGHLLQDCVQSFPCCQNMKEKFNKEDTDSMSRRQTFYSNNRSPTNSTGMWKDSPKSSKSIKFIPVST
OXTR agonist = human OXTR agonists, primary screen, fluorescence, CHO-OTR cells, Fluo-8 calcium; activation, % at 3 µM; Fluo-8 calcium fluorescence; normalized: DMSO 0%, oxytocin 100%; AID 2435, 2010; actives 0.32% (n = 320,000); Oxytocin receptor (Homo sapiens), P30559;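 active = activation above the mean of all tested compounds plus 3 SD, cutoff set per screening run, cut at about 20% in these data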;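 also: peak over basal fluorescence ratio from a 100 s FLIPR kinetic read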
TAAR1 ag = human TAAR1 agonists, primary screen, Fluo-8 calcium fluorescence, CHO RD-HGA16 cells. Trace amine-associated receptor 1 (Homo sapiens), Q96RJ0. activation, % at 3 µM. vehicle wells 0%, saturating PEA agonist 100%. actives 0.99% (n = 360,000);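 active = activation above the mean activation of all test compounds in the run plus 3 SD, cut at about 38% in these data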
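Test system: RD-HGA16 (CHO) cells co-expressing Gα16 and hTAAR1 / Benchmarks: DMSO vehicle as 0%, PEA at EC100 as 100% / Repeats: no replicates (n 1) / Measure: % activation from peak over basal fluorescence ratio, DMSO-to-PEA scaled / Timing: 17-24 h plating, Fluo-8 75 min 37 °C, 30 min RT / Technique: kinetic Fluo-8 calcium fluorescence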
* hit, by the source's call; · = not tested or not shown.

SMILES | TAAR1 antag | CHRM1 PAM | CHRM1 antagonist | M1 ag | CHO parental Ca | OXTR potentiator | V1aR counter | OXTR agonist | TAAR1 ag
CC(=O)Nc1ccc(N(C(=O)CNC(=O)c2ccco2)C(C(=O)NC2CCCC2)c2ccco2)cc1 (configuration not stated) | -10 | 7 | -9 | -2 | 6 | -2 | -0.2 | 0.1 | 1
FC(F)(F)c1cc(-c2ccccc2)nc(NCc2cccnc2)n1 | -7 | -7 | 14 | -3 | -18 | -13 | 3.2 | 1.6 | 26
CC(C)(C)c1ccc(NC(=O)c2ccc(=O)[nH]n2)cc1 | -23 | 13 | -5 | -3 | -6 | -27 | 2.2 | 0.2 | 23
COc1cccc(/C=C2\SC(=O)N(CCC(=O)N3CCC(C(=O)O)CC3)C2=O)c1 | -19 | 15 | -13 | -2 | -7 | -8 | 0.1 | 5.5 | 1
COc1cc2c(cc1OC)CN(C(=O)CSc1nc(C)cc(C)c1C#N)CC2 | 1 | 6 | -13 | 2 | -8 | -6 | -0.1 | -0.6 | 7
c1cnn(-c2nc(N3CCOCC3)nc(N3CCOCC3)n2)c1 | 6 | 7 | 1 | -2 | -7 | -8 | -0.6 | -1.0 | 14
COc1ccc(C(=O)/C=C/Nc2cc(C)on2)c(OC)c1 | -4 | 4 | 3 | -2 | -2 | -2 | -0.9 | 0.0 | 5
CC(C)COC(=O)C1[C@H]2C(=O)N(Cc3cccs3)C[C@]23C=C[C@H]1O3 (some centres not stated) | -17 | 5 | -10 | -4 | 7 | -2 | -0.1 | -0.8 | 6
COc1ccc2oc(=O)c(C(=O)NCc3cccnc3)cc2c1 | -5 | 8 | -18 | -3 | -21 | -12 | 1.3 | -1.1 | 4
CCOc1ccccc1C(=O)OCC(=O)Nc1ccc(OC(F)F)cc1 | 12 | 8 | -11 | -4 | 0 | -9 | 0.0 | -1.5 | 7
CC1CC(C)CN(CCCNC(=O)Cc2c(C(=O)O)n(C)c3ccccc23)C1 (configuration not stated) | -3 | -4 | 5 | -2 | -8 | -1 | 0.5 | 1.1 | 11
CCOC(=O)C1=C(C)NC(=S)NC1c1ccc(OCC(=O)N2CCCCCC2)cc1 (configuration not stated) | -3 | 4 | 0 | -6 | -15 | -10 | 0.5 | 0.0 | -4
COc1ccccc1N(CC(=O)NC1CCCCC1)C(=O)Cn1nnc(-c2ccc(C)o2)n1 | -25 | 3 | -4 | -1 | · | · | · | · | 7
CN(C1CCCCC1)S(=O)(=O)Cc1ccccc1 | 14 | 4 | -9 | -5 | -8 | -3 | -0.9 | -1.6 | 12
COC(=O)c1cccc(C23CC4(C2)[C@H](CN(C)[C@@H]4c2ccccc2)C3c2ccccc2)c1 (some centres not stated) | 0 | -39 | 64* | -14 | -29 | -5 | 0.2 | -0.3 | -2
N#CC1C(=O)c2ccccc2C1c1ccccc1 (configuration not stated) | 67* | -1 | 2 | -6 | · | · | · | · | 10
O=C(Cn1nc(-c2ccco2)ccc1=O)Nc1cc(Cl)ccc1Cl | -13 | 6 | -10 | 0 | -9 | -13 | 1.8 | 1.8 | 0
O=C1CC(c2ccc(F)cc2)Cc2nc(N3CCN(c4ccccc4)CC3)ncc21 (configuration not stated) | 11 | -4 | 4 | -3 | -6 | -2 | -0.8 | 0.1 | 7
CCC1=C(OC(=O)N(CC)CC)N2C(=O)OC(=NCCOC)[C@]2(Cc2ccccc2)[C@H]2C1=CC[C@H]1C(=O)N(C)C(=O)[C@H]12 | -3 | -1 | 3 | -7 | -24 | -4 | -0.3 | -0.9 | 8
COc1ccccc1N1CCN(C(=O)C(C)NC(=O)c2cccc([N+](=O)[O-])c2)CC1 (configuration not stated) | -10 | 8 | -7 | -5 | 2 | 4 | 0.8 | 0.0 | 1
CCCCCCNC(=O)O[C@H]1Cn2c(=O)ccc(=O)n2[C@@H]2CN(S(=O)(=O)c3ccc(C)cc3)C[C@]12O | 14 | 2 | -10 | -10 | · | · | · | · | 2
COc1cccc(CN2CC(C(=O)NCCN3CCOCC3)CCC2=O)c1 (configuration not stated) | -1 | 7 | -12 | -4 | 5 | 0 | 0.7 | 0.7 | -1
O=C(O)COc1ccc(-c2nccc(-c3cccs3)n2)cc1 | · | · | · | · | -8 | -10 | 0.3 | 0.0 | ·
CCOC(=O)N1CCN(C(=O)c2ccc(-n3c(C)ccc3C)cc2)CC1 | -36 | -4 | 6 | -9 | -11 | -2 | -0.7 | -1.4 | 1
COC(=O)c1ccc(NC(=O)c2ccc3nccnc3c2)cc1 | -7 | 7 | -8 | 2 | -15 | -26 | 4.6 | 3.1 | 6
CCOc1ncccc1C(=O)OCC(=O)Nc1ccc(-c2nc3ccc(C)cc3s2)cc1 | -2 | 5 | -5 | -7 | 0 | -9 | 0.9 | 0.2 | 2
CC(C)CCNC(=O)CCn1c(=S)oc2ccccc21 | -4 | 11 | -4 | -6 | -2 | 8 | -1.3 | -0.7 | 1
Cc1[nH]nc2c1C(c1cccnc1)N(c1ccc(Br)cc1)C2=O (configuration not stated) | -10 | -2 | 9 | -4 | -19 | 5 | -0.5 | -0.3 | 6
Cc1ccc(C2CC(c3ccco3)n3nc(N)nc3N2)cc1 (configuration not stated) | 19 | 3 | -5 | -4 | -12 | 2 | 0.9 | -0.5 | -1
O=c1cccc(-c2ccccc2)[nH]1 | -3 | 6 | -4 | -1 | -9 | 0 | 0.6 | 1.3 | 13

Four of the entries above in order of the M1 ag value, highest first:
structure | M1 ag
O=C(Cn1nc(-c2ccco2)ccc1=O)Nc1cc(Cl)ccc1Cl | 0
O=c1cccc(-c2ccccc2)[nH]1 | -1
N#CC1C(=O)c2ccccc2C1c1ccccc1 (configuration not stated) | -6
CCC1=C(OC(=O)N(CC)CC)N2C(=O)OC(=NCCOC)[C@]2(Cc2ccccc2)[C@H]2C1=CC[C@H]1C(=O)N(C)C(=O)[C@H]12 | -7

More structures:
SMILES | TAAR1 antag | CHRM1 PAM | CHRM1 antagonist | M1 ag | CHO parental Ca | OXTR potentiator | V1aR counter | OXTR agonist | TAAR1 ag
COc1ccc(NC(=O)c2cccc(Oc3ccccc3)c2)cn1 | 1 | -2 | -4 | -9 | -11 | -6 | 2.4 | 0.0 | 2
O=C(NCc1ccccc1)c1nc(S(=O)(=O)Cc2ccccc2)ncc1Cl | 1 | -9 | 9 | -11 | 2 | -9 | -0.6 | 0.5 | 0
CC(C)c1ccc(S(=O)(=O)c2nnn3c2nc(N2CCCCC2)c2ccccc23)cc1 | -6 | 4 | 0 | -7 | -21 | -5 | -0.4 | -1.8 | -1
CC1(c2ccccc2Cl)NC(=O)N(CC(=O)Nc2ccc(N3CCOCC3)cc2)C1=O (configuration not stated) | -15 | 8 | -3 | 0 | -13 | -9 | 1.1 | 1.1 | 8
O=C(NCc1cccs1)c1ccncc1 | -19 | 8 | -13 | -3 | -12 | -11 | -0.1 | -0.1 | 3
C=CCN(Cc1ccc(OC)c(OC)c1)C(=O)N1CCOCC1 | 4 | 14 | -28 | 0 | 1 | -6 | 1.2 | 0.5 | 0
Cc1cccc(OC(=O)c2cncc(Br)c2)c1 | -14 | 0 | 5 | -7 | -8 | -4 | 0.1 | -0.9 | -1
O=C(Nc1cccc(C(F)(F)F)c1)c1n[nH]c(Cn2cncn2)n1 | -4 | 2 | -2 | -4 | 1 | 0 | 0.7 | 0.9 | 5
CCNc1nc(C)cc(COC)c1C#N | 4 | 8 | -10 | -4 | -13 | -13 | 0.1 | 0.0 | 1
CCc1ccc(NC(=O)CSc2nc(O)cc(=O)n2C2CCCC2)cc1 | 11 | 2 | 6 | -5 | -13 | -13 | -0.1 | -0.2 | 2
COc1ccc(CC(=O)Nc2cccc(S(=O)(=O)N3CCOCC3)c2)cc1OC | 4 | -10 | 17 | -2 | 20 | -8 | 8.1 | 9.9 | 4
CCc1ccc(-c2ccc(C(=O)O)cc2)nc1 | -25 | 16 | -18 | 0 | -3 | -2 | 0.8 | -0.2 | 4
O=C(NCCC1=CCCCC1)C1CCCN(S(=O)(=O)c2cccc3cccnc23)C1 (configuration not stated) | -6 | 2 | -7 | -2 | -17 | -1 | 0.7 | -1.9 | 6
COC(=O)CCCCNC(=O)Nc1ccccc1 | 6 | -2 | 2 | -2 | -2 | -3 | 0.3 | 0.2 | 5
Cc1onc(-c2ccccc2)c1C(=O)OCC(=O)N1CCN(c2ccccc2)CC1 | -84 | 8 | -6 | -1 | -15 | 1 | -0.5 | -2.4 | 1
NC(Cc1ccc(C(F)(F)F)cc1)c1csc(Nc2ccccn2)n1 (configuration not stated) | 8 | 7 | 0 | 10 | · | · | · | · | 46*
Cc1cn([C@@H](CCCCNC(=O)OC(C)(C)C)C(=O)NCCCCCCCCCCC(=O)N2CCN(C(=O)OC(C)(C)C)CC2)nn1 | · | -28 | 44* | -2 | 61* | -21 | 6.9 | 1.8 | ·
Nc1nonc1-c1noc(-c2ccccc2)n1 | 6 | 1 | 0 | -5 | -3 | 2 | -0.5 | -1.8 | 2
CC(=O)Nc1ccc(/C(C)=N/Nc2nc(Nc3ccccc3)nc(N3CCOCC3)n2)cc1 | 11 | 5 | -10 | -15 | -9 | -15 | -1.3 | -1.9 | 4
CC(C)N(Cc1nccn1C)C(=O)c1ccc(OC2CCN(C(=O)C3CC3)CC2)cc1 | 1 | 1 | -1 | -4 | -6 | 1 | 0.6 | 0.9 | 7
COc1ccc(OC)c(C2NC(=O)c3sc(=S)n(-c4ccccc4)c3N2)c1 (configuration not stated) | 8 | -8 | 15 | -5 | -12 | 6 | 0.2 | 1.6 | 7
CCS(=O)(=O)N1Cc2ccccc2CC1C(=O)NCc1cccc(OC)c1 (configuration not stated) | -22 | 6 | -8 | -5 | · | · | · | · | 3

Marked active in TAAR1 antag, of those listed so far:
| Molecule | TAAR1 antag | CHRM1 PAM | CHRM1 antagonist | M1 ag | TAAR1 ag |
| --- | --- | --- | --- | --- | --- |
| N#CC1C(=O)c2ccccc2C1c1ccccc1 (configuration not stated) | 67* | -1 | 2 | -6 | 10 |
